Source: PubChem
TRPC4 PAM = TRPC4 (mouse) allosteric potentiation. HEK293 TRPC4beta/mu-opioid, DAMGO EC20, Fluo-4 Ca2+ flux; stronger effect = higher value. B-score at 10 µM. hit rate 0.42% among 310,000. AID 2227;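 active means B-score of calcium response area above 5 SD of library B-scores, with initial fluorescence ratio within 5 SD of library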;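 further: B-score of integrated fluorescence ratio over time as area under calcium response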
TRPC4 agonist = opens the mouse TRPC4 cation channel | AID 2237 | Q9QUQ5 | B-score at 10 µM | hit rate 0.49% among 310,000 | HEK293 TRPC4beta/mu-opioid, Fluo4 calcium fluorescence; stronger effect = higher value;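 active means B-score above 5 SD of library B-scores, and initial fluorescence ratio not above library mean plus 5 SD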;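 further: positive B-score marks a calcium rise read as TRPC4 activation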
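Material: TRPC4beta and mu-opioid receptor HEK293 stable cells | Incubation: 45 min room-temperature Fluo4 loading, 110 s read | Detection: Kinetic Fluo4 calcium fluorescence | Measure: Integrated baseline-normalised fluorescence ratio, converted to per-well B score | Benchmarks: Low control buffer alone, high control maximal DAMGO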
TRPC4 block = TRPC4 (mouse) channel inhibition. Q9QUQ5. HEK293 TRPC4beta/mu-opioid, DAMGO-evoked Fluo4 calcium flux; stronger effect = lower value. B-score at 10 µM. hit rate 0.39% among 300,000. AID 2247;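 active means B-score over 3 SD under the library average, no early fluorescence shift, positive overall ratio signal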
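Material: HEK293 cells with stable TRPC4beta plus mu-opioid receptor expression; probe or stimulus: DAMGO in two steps, submaximal then maximal; technique: Fluo4 calcium fluorescence by kinetic imaging, 5 s 1 Hz baseline; measure: integrated fluorescence ratio relative to baseline, converted to per-well B score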
KCNQ1 inh = blocks the human KCNQ1 potassium channel | P51787 | CHO-K1 KCNQ1, FluxOR thallium flux fluorescence; stronger effect = higher value | B-score at 10 µM | hit rate 1.3% among 310,000 | AID 2642;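 active means compounds whose thallium flux B-score, printed positive for inhibition, exceeds three library SD while starting fluorescence stays within three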;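 further: channel opened by potassium depolarization with thallium stimulus after 20 min compound exposure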
DYRK1A inh = blocks rat Dyrk1A kinase activity; AID 504441; hit rate 0.43% among 310,000; inhibition, % at 12.5 µM; ADP-Glo luminescence, NFATc1 peptide; in the data active means inhibition above about 50%;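 further: plate controls were vehicle with enzyme for no effect and no enzyme for full effect; many of its hits are not listed in these tables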
KCNQ1 act = potentiators or activators of human KCNQ1 potassium channel | hit rate 0.35% among 310,000 | CHO-K1 KCNQ1, thallium flux FluxOR fluorescence; stronger effect = higher value | AID 2648 | B-score at 10 µM | P51787;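 active means fluorescence ratio B-score, a plate-corrected score, at least three library SD, with initial intensity B-score within 5 SD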
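Assay system: CHO-K1 cells stably expressing KCNQ1. Medium: assay buffer for compound exposure, DMSO matched across wells. Timing: 37 °C overnight plating, 90-min dark dye load, 20-min compound pretreatment. Signal: kinetic FluxOR fluorescence, 10 s baseline plus 110 s post-stimulus.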
PolyA inhibitor = yeast polyadenylation inhibition; hit rate 0.02% among 300,000; calls only at 12 µM; S. cerevisiae SKY197-pL101 polyadenylation reporter, beta-gal luminescence; efflux-impaired pdr1/pdr3 knockout yeast; score 100 = 6 SD above DMSO;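 active means lowest replicate activity score at least 50, where 100 means six control SD above control mean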;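 further: yeast exposed to compound for 9 h at 30 °C; higher score means more reporter readthrough which indicates perturbed polyadenylation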
KCNK3 inh = human KCNK3 channel inhibition, primary screen | hit rate 0.84% among 340,000 | CHO-KCNK3 thallium flux, FluxOR fluorescence; stronger effect = lower value | B-score at 10 µM | AID 602410;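 active means B-score under library mean minus 4 SD, starting fluorescence ratio at most library mean plus 5 SD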;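 further: more negative B-score means stronger inhibition of thallium flux through KCNK3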
Target sequence (O14649 whole entry, looked up): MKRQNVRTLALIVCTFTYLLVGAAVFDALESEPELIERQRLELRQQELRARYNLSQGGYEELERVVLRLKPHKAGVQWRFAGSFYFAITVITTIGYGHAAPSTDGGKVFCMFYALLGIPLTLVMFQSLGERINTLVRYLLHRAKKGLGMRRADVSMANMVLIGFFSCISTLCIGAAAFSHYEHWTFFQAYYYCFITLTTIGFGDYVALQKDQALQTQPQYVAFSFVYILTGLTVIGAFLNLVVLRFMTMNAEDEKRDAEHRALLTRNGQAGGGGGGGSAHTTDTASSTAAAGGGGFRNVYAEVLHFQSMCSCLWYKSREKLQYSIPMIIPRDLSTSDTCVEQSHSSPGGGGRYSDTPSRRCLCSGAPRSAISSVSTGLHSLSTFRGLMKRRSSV
Platelet DG rel = platelet dense granule release activity; human platelet-rich plasma, SFLLRN dense granule ATP release, luminescence; inhibition, %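 (compounds screened at 7.5 µM in platelet-rich plasma)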; hit rate 0.22% among 300,000; AID 1663;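 active means mean replicate score, as percent of positive control, at or above 50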
KCNK9 block = blocks the human KCNK9 two-pore domain potassium channel; HEK293 KCNK9, FluxOR thallium flux fluorescence; stronger effect = lower value; B-score at 10 µM; hit rate 1.2% among 310,000;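 active means ratio B-score over 3 SD below the library mean, with starting fluorescence within 5 SD of its mean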;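 further: negative B-score means less thallium flux so channel inhibition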
Target sequence (Q9NPC2 whole entry, looked up, the tested form may be a part): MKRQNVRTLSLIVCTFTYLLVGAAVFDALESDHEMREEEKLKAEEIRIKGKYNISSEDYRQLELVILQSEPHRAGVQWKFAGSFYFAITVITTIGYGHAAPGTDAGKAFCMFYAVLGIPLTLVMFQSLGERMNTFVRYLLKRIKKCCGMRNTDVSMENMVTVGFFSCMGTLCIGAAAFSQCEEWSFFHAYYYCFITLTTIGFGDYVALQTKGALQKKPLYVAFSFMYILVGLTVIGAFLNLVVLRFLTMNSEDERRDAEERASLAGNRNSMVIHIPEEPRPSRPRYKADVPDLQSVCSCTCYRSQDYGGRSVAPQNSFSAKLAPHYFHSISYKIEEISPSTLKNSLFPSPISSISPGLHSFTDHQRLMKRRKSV
hERG protect = hERG (human) protection from proarrhythmic block. AID 1511. hit rate 0.51% among 310,000. activation (rescue from dofetilide block), less the hit threshold, % at 10 µM. Q12809. CHO-hERG, FluxOR thallium flux, dofetilide IC70 present;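 active means activation above the mean of controls blocked by dofetilide plus 5 SD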;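 further: thallium influx through hERG after potassium depolarization seen as dye fluorescence rise; in these data hits start at about 4.7%; inactives centre near -7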
Active calls of the source: *; i = inactive; . = no result given.

SMILES,TRPC4 PAM,TRPC4 agonist,TRPC4 block,KCNQ1 inh,DYRK1A inh,KCNQ1 act,PolyA inhibitor,KCNK3 inh,Platelet DG rel,KCNK9 block,hERG protect
O=C(NC1CCCCC1)C(c1ccc2ncccc2c1)N(Cc1ccc2c(c1)OCO2)C(=O)c1cccs1 (configuration not stated),i,i,i,6*,5,i,i,i,5,i,-6
CCCN(CCC)CCCNC(=S)Nc1ccc2nc(N3CCCC3)cc(C)c2c1,i,i,i,i,-1,i,i,i,6,i,-11
Cc1cc(NC(=O)CCS(=O)(=O)c2ccc(F)cc2)no1,i,i,i,i,-12,i,i,i,22,i,-12
O=C(O)/C(=C/c1ccco1)c1ccccc1,i,i,i,i,.,i,i,.,-2,i,-4
S=C(NCc1cccnc1)Nc1ccc(Oc2ccc(Cl)cc2)cc1,i,i,i,i,.,i,i,i,7,i,-8
O=C(CSc1ncc(-c2ccccc2)[nH]1)Nc1ccccc1F,i,i,i,i,-4,i,i,i,2,i,-12
CN(C)CC/C=C1\c2ccccc2Sc2cc(F)c(Cl)cc21,i,i,i,i,2,i,i,i,2,i,-18
COC(=O)c1ccccc1NS(=O)(=O)c1ccc(F)cc1,i,i,.,i,7,i,i,i,-5,i,-11
COc1ccc(-c2nnc3sc(-c4cccs4)nn23)cc1OC,i,i,i,i,12,i,i,i,-3,i,-4
COc1ccc(N2C(=O)CS(=O)C(c3ccccc3)C2=O)cc1 (configuration not stated),i,i,i,i,-2,i,i,i,10,i,-7
Cc1cc(C)cc(-n2c(C)cc(/C=C3\C(=N)N4N=C(CC(C)C)SC4=NC3=O)c2C)c1,i,i,i,i,-6,i,i,i,3,i,-4
O=C(CCCCCN1C(=O)CCC1=O)Nc1ccc2c(c1)OCCO2,i,i,i,i,2,i,i,i,3,i,-8
COc1ccc(-c2noc(=O)n2CC(=O)N2CCC(Cc3ccccc3)CC2)cc1,i,i,i,i,-4,i,i,i,0,i,-11
COc1ccc(Br)cc1CNC(=O)CCc1nc(-c2ccccc2F)no1,i,i,i,i,-1,i,i,i,3,i,-6
COc1ccc(/C=N/NC(=O)NC23CC4CC(CC(C4)C2)C3)c(OC)c1,i,i,i,i,7,i,i,i,16,i,-3
COCc1cc(=O)n2[nH]c(-c3ccsc3-n3c(C)ccc3C)cc2n1,i,i,i,i,-2,i,i,i,3,i,-2
CCCn1cc(S(=O)(=O)c2ccccc2)c(=O)c2cc(OC)c(OC)cc21,i,i,i,i,3,i,i,i,-5,i,-6
Cc1cc(NC(=O)Cn2c(=O)n(Cc3ccccc3)c(=O)c3ccccc32)no1,i,i,i,i,1,i,i,i,2,i,-3
CN(C)CCP(=O)(c1ccccc1)c1ccccc1,i,i,i,i,-3,i,i,i,-1,i,-3
CCCOc1ccc2ccccc2c1/C=N/n1cnnc1,i,i,i,i,.,i,i,i,8,i,-6
COc1cc(S(=O)(=O)N2CCN(c3ccccc3)CC2)ccc1Cl,i,i,i,i,-6,i,i,i,-4,i,-2
Cc1cc(C)cc(OCC(=O)Nc2ccc(S(=O)(=O)Nc3ccccn3)cc2)c1,i,i,i,i,-5,i,i,i,0,i,-1
COc1cccc(NC(=O)CC2SC(=Nc3ccccc3)NC2=O)c1 (configuration not stated),i,i,i,i,0,i,i,i,-2,i,-9
O=c1ccc2cc3ccoc3cc2o1,i,i,i,i,8,i,i,i,-2,i,-10
CC(C)C(=O)NC(Nc1cccc([N+](=O)[O-])c1)C(Cl)(Cl)Cl (configuration not stated),i,i,i,i,-1,i,i,i,-4,i,-8
CCSc1cc(C2C(C(=O)OC)=C(C)NC3=C2C(=O)CCC3)c(C)o1 (configuration not stated),i,i,i,i,-5,i,i,i,1,i,-2
Cc1cc(/C=N/NC(=O)C(=O)N2CCCC2)c(C)n1-c1cccc(Br)c1,i,i,i,i,6,i,i,i,0,i,-2
COc1ccc(C2=Nn3c(nnc3-c3ccccn3)SC2)cc1,i,i,i,i,10,i,i,i,5,i,0
COc1cc(OC)c(C2Nc3ccccc3NC3=C2C(=O)CC(C)(C)C3)cc1OC (configuration not stated),i,i,i,i,-1,i,i,i,-7,i,-7
Cc1ccccc1SC1CCN(Cc2nc(C3CC3)no2)CC1,i,i,i,i,5,i,i,i,16,i,-9

Ordered by SMILES length (smallest number first): 4 of the compounds above.
SMILES,TRPC4 PAM,TRPC4 agonist,TRPC4 block,KCNQ1 inh,DYRK1A inh,KCNQ1 act,PolyA inhibitor,KCNK3 inh,Platelet DG rel,KCNK9 block,hERG protect
O=c1ccc2cc3ccoc3cc2o1,i,i,i,i,8,i,i,i,-2,i,-10
COc1ccc(C2=Nn3c(nnc3-c3ccccn3)SC2)cc1,i,i,i,i,10,i,i,i,5,i,0
CCSc1cc(C2C(C(=O)OC)=C(C)NC3=C2C(=O)CCC3)c(C)o1 (configuration not stated),i,i,i,i,-5,i,i,i,1,i,-2
COc1cc(OC)c(C2Nc3ccccc3NC3=C2C(=O)CC(C)(C)C3)cc1OC (configuration not stated),i,i,i,i,-1,i,i,i,-7,i,-7

Other records:
SMILES,TRPC4 PAM,TRPC4 agonist,TRPC4 block,KCNQ1 inh,DYRK1A inh,KCNQ1 act,PolyA inhibitor,KCNK3 inh,Platelet DG rel,KCNK9 block,hERG protect
O=[N+]([O-])c1cccc(-c2csc(CS(=O)(=O)Cc3ccco3)n2)c1,i,i,i,i,.,i,i,i,0,i,-6
O=P(COCCCCCOCP(=O)(c1ccccc1)c1ccccc1)(c1ccccc1)c1ccccc1,i,i,i,i,-10,i,i,i,4,i,-17
CCCOc1ccc(Cc2c(O)nc(SC)[nH]c2=O)cc1C,i,i,i,i,-4,i,.,i,0,i,-2
OCC[n+]1ccc(/C=C/c2c[nH]c3ccccc23)cc1,i,i,i,i,2,i,i,i,-7,i,-39
O=C(COC(=O)C1CSC2(c3ccc(F)cc3)CCC(=O)N12)NC(=O)NC1CCCC1 (configuration not stated),i,i,i,i,8,i,i,i,2,i,-8
Cc1cccc(C(=O)NNC(=O)/C=C/C(=O)O)c1,i,i,i,i,3,i,i,i,8,i,-4
COc1ccc(C2(C(=O)NCCCN(C)C)CCOCC2)cc1,i,i,i,i,1,i,i,i,10,i,-11
CCOC(=O)c1c(NC(=O)COc2ccccc2OCC)sc2c1CC(C)(C)NC2(C)C,i,i,i,i,-3,i,i,i,0,i,-24
CC(=O)Nc1ccc(C(=O)N/N=C/c2ccncc2)cc1,i,i,i,i,-3,i,i,i,1,i,-7
Cc1ccc2c(c1)C1CN(C)CCC1N2C(=O)c1cccc(S(=O)(=O)N2CC(C)CC(C)C2)c1 (configuration not stated),i,i,i,i,-8,i,i,i,1,i,-14
N#C/C(=C\c1ccc(-c2cccc(C(F)(F)F)c2)o1)C(=O)Nn1cnnc1,i,i,i,i,18,i,i,i,-1,i,-7
O=C(O)c1ccc(-n2c(-c3ccccc3)n[nH]c2=S)cc1,i,i,i,i,-1,i,i,i,10,i,0
COc1ccc(NS(=O)(=O)c2cc(NC(=O)/C=C/c3cccs3)ccc2N2CCOCC2)cc1,i,i,i,i,0,i,i,i,13,i,-10
Cc1cccc(C)c1N(CC(=O)Nc1cccc(N(C)S(C)(=O)=O)c1)S(C)(=O)=O,i,i,i,i,-2,i,i,i,-3,i,-8
CCc1ccccc1NC(=S)N(Cc1ccco1)C(C)c1cccs1 (configuration not stated),i,i,i,i,-2,i,i,i,6,i,-8
CCS(=O)(=O)NCCc1csc(-c2ccc(OC)c(OC)c2)n1,i,i,i,i,.,i,i,i,1,i,-8
O=C(O)/C=C/c1ccc([N+](=O)[O-])o1,i,i,i,i,0,i,i,i,-4,i,-7
COc1ccc(CNS(=O)(=O)CCNC(=O)c2ccc3c(c2)OCO3)cc1,i,i,i,i,0,i,i,i,11,i,-14
COC(=O)CC/C(O)=C1\C(=O)CC(C)(C)CC1=NCc1nc2ccccc2[nH]1,i,i,i,i,2,i,i,i,0,i,-5
COCCCC1CCN(C(=O)CCc2nnc(CCCCc3ccccc3)o2)CC1,i,i,i,i,1,i,i,i,0,i,-18
COc1ccc(NC(=O)c2cnc(SCC(=O)NCCc3ccccc3)n(C)c2=O)cc1,i,i,i,i,-7,i,i,i,6,i,-4
COc1ccccc1N(CC(=O)NCc1ccc(F)cc1)C(=O)CCC(=O)Nc1nccs1,i,i,i,i,6,i,i,i,-15,i,-2
Cc1nc(NC(=O)c2ccc(Cl)cc2)sc1-c1csc(Nc2cccc(F)c2)n1,i,i,i,i,.,i,i,.,2,i,-8
CN(CC(=O)NC1CCN(Cc2ccccc2)CC1)S(=O)(=O)c1ccc(Br)s1,i,i,i,i,-5,i,i,i,-2,i,-8
Cc1ccc(NC(=O)C2CCCN(S(=O)(=O)c3c(C)noc3C)C2)nc1 (configuration not stated),i,i,i,i,24,i,i,i,0,i,2
Cc1cccc2cc(/C=N/NC(=O)[C@H]3C[C@@H]3c3ccccc3)c(Cl)nc12,i,i,i,i,1,i,i,i,9,i,-11
COCCCNC(=O)c1ccc2nc(Cc3ccc(OC)cc3)oc2c1,i,i,i,i,1,i,i,i,1,i,-4
Cc1ccc(S(=O)(=O)NC(=O)COc2ccccc2C(N)=O)cc1,i,i,i,i,5,i,i,i,-2,i,-10
COc1ccccc1C(=O)NC(=O)COC(=O)C1CCC1,i,i,i,i,16,i,i,i,13,i,-21
CCc1ccc(N2CCN(CCNC(=O)Nc3ccc(OC)cc3)CC2)cc1,i,i,i,i,-8,i,i,i,-4,i,-7
Cc1c(C(=O)N2CCCC(C)C2)sc2ncnc(N3CCCCC3C)c12 (configuration not stated),i,i,i,i,2,i,i,i,-4,i,-14
CC1CCCN(CC(=O)Nc2cccc([N+](=O)[O-])c2)C1 (configuration not stated),i,i,i,i,-1,i,i,i,-14,i,-5

This is a subset; the hit share may differ from the screen's.
